High-throughput results deposited in PubChem BioAssay by several laboratories.
MEKK2 mut-MEK5: signal of MEK5 binding to mutant human MEKK2 PB1 domain; bead flow cytometry, Alexa488-MEK5 binding to MEKK2 mutant; percent response, % at 10 µM; 290,000 tested, 0.35% active; in the data active = percent response above about 24%, passing the limit was not always enough; note: inactives centre near 1; some results filed as inactive read as strong as hits; reference of the scale not given here
MEKK3 PB1 HTS: MEKK3-MEK5 PB1 interaction, increase or decrease | Q99759 | bead-based flow cytometry, Alexa488-MEK5 binding to MEKK3; actives lie on both sides; 0 = blocked by unlabeled MEK5, 100 = vehicle | binding response (% of control), % at 10 µM | 290,000 tested, 1.4% active | AID 1529;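 active = binding response more than 3 SD above or below the average of its plate-row segment, actives on both sides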;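 note: Alexa488 bead fluorescence after subtracting the streptavidin-only scavenger bead signal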
MEKK2wt PB1 HTS: raises or lowers MEK5 binding to wildtype human MEKK2 PB1 domain | bead flow cytometry, Alexa488-MEK5 binding to MEKK2 WT; actives lie on both sides | binding response (% of control), % at 10 µM | 290,000 tested, 1.1% active; in the data active = binding response below about 67% or above about 130%
IDE cell activ: boosts human insulin-degrading enzyme activity in HEK cells. FAbeta-B cleavage, fluorescence polarization; 0% vehicle, 100% cell-free pure enzyme wells. 340,000 tested, 0.073% active. activation, % at 5.96 µM. P14735;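 active = activation above the mean of all tested compounds plus 3 SD, set per screening campaign, cut at about 17% in these data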
NALP1 yeast inh: blocks the NALP1 inflammasome reconstituted in yeast; inhibition, % at 10 µM; S. cerevisiae NALP1/ASC/caspase-1 growth, X-gal OD620, 72 h; 280,000 tested, 0.61% active; in the data active = inhibition mostly above about 24%, no sharp cut-off; inactive = mostly below about 32%; note: some compounds called inactive have numbers as strong as hits
p-CIP stab down: p/CIP protein destabilization; F442A p/CIP-EGFP cells, EGFP fluorescence, 16 h; decrease of EGFP signal, % at 10 µM; 290,000 tested, 0.01% active;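 active = EGFP signal decrease of at least 30% at 10 µM or well 3 SD below plate mean, unless failing retest; inactive = the rest, including hits failing retest or dose response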; note: some compounds called inactive have numbers as strong as hits; many of its hits are not listed in these tables
SUMO HTRF inh: inhibitors of human SUMOylation (UBC9) | P63279 | HTRF SUMOylation assay, SAE1/SAE2 + UBC9, in vitro | inhibition, % at 35 µM | 290,000 tested, 0.36% active | AID 2006; in the data active = inhibition above about 50%, passing the limit was not always enough; note: strong numbers were not always called active
M18AAP inhibitor: PfM18AAP enzyme inhibition. recombinant PfM18AAP, H-Glu-NHMec fluorogenic cleavage. inhibition, % at 7.35 µM. 290,000 tested, 1.2% active. AID 1822;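 active = inhibition above the campaign mean inhibition over all tested compounds plus 3 SD, cut at about 28% in these data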;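 note: 0% = plate median of test compound wells and 100% = 2 mM ZnCl2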
IDE inh: inhibits human insulin-degrading enzyme in HEK cells | inhibition, % at 5.59 µM | P14735 | AID 434962 | 320,000 tested, 0.41% active | FAbetaB cleavage, fluorescence polarization;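 active = percent inhibition above the average of all tested compounds plus 3 SD, set per screening campaign, cut at about 16% in these data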;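 note: IDE supplied by intact live HEK cells; FP after avidin binding of uncleaved biotin substrate so inhibition keeps polarization high; 0% = DMSO wells and 100% = 60 µM reference IDE inhibitor Ii1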
Active calls of the source: *; nt = not tested or not shown; [ ] = remark or other dose. A portion of the library, so the mix of outcomes need not match the whole.

SMILES	MEKK2 mut-MEK5	MEKK3 PB1 HTS	MEKK2wt PB1 HTS	IDE cell activ	NALP1 yeast inh	p-CIP stab down	SUMO HTRF inh	M18AAP inhibitor	IDE inh
Cc1noc(C)c1CN1C(=O)NC2(CCc3ccccc3C2)C1=O (stereo not given)	-3.0	82.0	100.0	4.4	nt	nt	nt	3.3	-3.5
COc1ccc(C(=O)NC2=NCCS2)cc1S(=O)(=O)N1CCCCC1C (stereo not given)	-15.0	68.0	66.0	-3.1	20.0	-3.9	19.0	-12.2	5.2
Cc1c(Cc2ccccc2)sc(NC(=O)/C=C/c2cccc3ccccc23)c1C(N)=O	17.0	98.0	103.0	-2.5	12.4	7.4	18.6	-2.0	-0.6
Cc1c(Nc2nc(C(F)(F)F)nc3ccccc23)c(=O)n(-c2ccccc2)n1C	-7.0	93.0	98.0	0.5	-0.2	10.0	0.9	0.8	0.6
CC1(C)CC(=O)/C(=C(/O)Cc2ccccc2)C(=NCCc2ccccc2)C1	-1.0	128.0*	98.0	1.5	25.9	4.6	-13.0	5.8	-2.7
Cc1cc(C(=O)NCc2ccc(Cl)cc2)n(-c2ccccc2)n1	6.0	104.0	106.0	2.4	18.4	-12.5	11.5	-7.4	3.9
CCOC(=O)CN1C2=NCCN2c2ccccc21	0.0	102.0	103.0	1.2	nt	-0.8	6.0	2.4	3.1
CC1Cc2cc(S(=O)(=O)N3CCC(C(N)=O)CC3)ccc2N1C(=O)C1CC1 (stereo not given)	-17.0	2.0*[inhibitor]	0.0*[inhibitor]	3.0	10.1	-1.1	nt	-12.7	-3.9
CCOC(=O)NC(=O)/C(N=Nc1cccc(C(F)(F)F)c1)=C(\C)O	2.0	99.0	102.0	nt	0.5	-1.3	-1.0	-17.7	-3.2
Cc1cc(C(=O)Nc2cccc(C(=O)O)c2)c(C)o1	4.0	97.0	97.0	8.1	0.2	-6.0	9.8	-0.7	-0.6
CC1(C)CC(=O)C2=C(C1)NC1=C(C(=O)c3ccccc31)C2c1cc([N+](=O)[O-])ccc1O (stereo not given)	5.0	107.0	98.0	4.6	-5.5	-0.2	-8.4	6.8	0.6
Nc1nc2ccc(C(=O)NCCOC(=O)C3CCCCC3)cc2s1	4.0	104.0	102.0	-5.6	7.0	2.9	9.0	12.8	-7.8
O=C(N/N=C/c1cccnc1)c1cc(-c2ccccc2)nc2ccccc12	5.0	107.0	103.0	4.7	20.5	-5.5	-1.5	1.6	-2.2
CCN(C(=O)COc1ncnc2ccc(Br)cc12)C1CCS(=O)(=O)C1 (stereo not given)	0.0	101.0	96.0	1.3	29.5	0.5	0.4	1.3	2.1
Cc1cc(C)c(C#N)c(Nc2ccccc2F)n1	16.0	111.0	109.0	5.2	9.1	-10.3	21.0	-15.7	-2.0
CCOc1cc(N2CCOCC2)c(OCC)cc1NC(=O)COc1ccccc1[N+](=O)[O-]	7.0	110.0	105.0	-0.5	-11.4	3.6	10.3	2.2	3.2
O=C(Cc1ccc(Cl)cc1)OCc1nnc(-c2ccccc2)o1	4.0	105.0	107.0	5.1	-47.5	-2.8	-1.7	2.2	1.0
CC(NC(=O)C[n+]1cccc(Br)c1)c1ccccc1 (stereo not given)	3.0	102.0	107.0	1.7	11.2	1.5	-7.8	-1.3	3.0
CCC(=O)NCCC(c1ccco1)c1ccccc1OC (stereo not given)	-1.0	103.0	102.0	-5.8	16.3	-10.6	18.2	-19.3	-0.3
COc1cccc(NC(=O)CCNS(=O)(=O)c2ccc(Br)s2)c1	-1.0	101.0	103.0	5.3	29.6	-16.3	4.1	-13.2	5.3
CCOC(=O)c1cc(NC(=O)C2CCCO2)cc(C(=O)OCC)c1 (stereo not given)	-8.0	89.0	90.0	-0.5	nt	-4.1	16.6	4.7	-4.2
Cc1ccc(-n2c(C)nn(Cc3ccc([N+](=O)[O-])cc3)c2=O)cc1	-1.0	97.0	99.0	-0.7	-4.6	-19.0	8.7	-2.9	0.9
O=C(COC(=O)c1ccccc1NC(=O)c1ccco1)NC1CCS(=O)(=O)C1 (stereo not given)	-3.0	98.0	95.0	-1.9	6.5	-20.2	14.2	3.8	-6.2
CCOc1cc(C)nc(NCCc2ccc(OC)c(OC)c2)n1	5.0	100.0	99.0	8.3	13.5	-3.0	9.2	0.3	0.8
Cc1cc(/C=N/NC(N)=S)c(O)c(/C=N/NC(N)=S)c1	-15.0	94.0	94.0	7.7	-15.9	-80.0	34.6	44.8*	2.6
CCCCN(CC)Cc1c(C)[nH]c2c(ccc3ccccc32)c1=O	5.0	99.0	101.0	-0.2	17.7	1.7	20.8	1.5	3.0
CC(C)NC(=NCc1ccc(Cl)cc1Cl)Nc1ccccc1	12.0	101.0	115.0	0.3	-17.5	-5.0	-3.9	3.1	2.0
O=C(CN1CCN(c2ccccn2)CC1)Nc1cccc(Cl)c1Cl	4.0	96.0	99.0	4.8	11.5	-10.3	-18.7	5.3	3.8
O=C(c1ccc(F)cc1)N1CCCCC(S(=O)(=O)c2ccccc2)C1=O (stereo not given)	-3.0	85.0	89.0	1.1	15.5	-4.4	-15.9	2.0	-2.8
Cn1cnc(S(=O)(=O)Nc2ccc(C(F)(F)F)cc2)c1	4.0	100.0	101.0	0.3	0.9	-6.3	-2.6	3.5	5.7

Some of these compounds in order of length of the SMILES, high to low:
SMILES	MEKK2 mut-MEK5	MEKK3 PB1 HTS	MEKK2wt PB1 HTS	IDE cell activ	NALP1 yeast inh	p-CIP stab down	SUMO HTRF inh	M18AAP inhibitor	IDE inh
O=C(COC(=O)c1ccccc1NC(=O)c1ccco1)NC1CCS(=O)(=O)C1 (stereo not given)	-3.0	98.0	95.0	-1.9	6.5	-20.2	14.2	3.8	-6.2
O=C(c1ccc(F)cc1)N1CCCCC(S(=O)(=O)c2ccccc2)C1=O (stereo not given)	-3.0	85.0	89.0	1.1	15.5	-4.4	-15.9	2.0	-2.8
CCOc1cc(C)nc(NCCc2ccc(OC)c(OC)c2)n1	5.0	100.0	99.0	8.3	13.5	-3.0	9.2	0.3	0.8

New compounds follow:
SMILES	MEKK2 mut-MEK5	MEKK3 PB1 HTS	MEKK2wt PB1 HTS	IDE cell activ	NALP1 yeast inh	p-CIP stab down	SUMO HTRF inh	M18AAP inhibitor	IDE inh
COc1ccc2c(c1)C1=NN(/C(C)=C/C(C)=O)C(c3ccc(F)cc3)C1CC2 (stereo not given)	-1.0	106.0	100.0	4.0	49.4	-10.5	-3.9	-7.3	1.9
O=C(Nc1ccc(-n2nncc2-c2ccco2)cc1)c1cccc(F)c1	nt	nt	nt	3.2	29.6	0.7	15.9	-5.4	2.2
CC(=O)c1cc(Cc2csc(C(C)=O)c2)cs1	1.0	97.0	98.0	10.0	17.7	5.3	15.1	-6.0	6.4
COCCNC(=O)C(=O)NNC(=O)CCc1ccccc1	-6.0	100.0	91.0	-3.5	13.5	-4.8	7.0	7.8	4.6
CC(C)(C)[C@H]1C=C(C(=O)N2CCN(Cc3ccccc3)CC2)O[C@@H](OCCCCO)C1	4.0	99.0	89.0	1.1	2.2	-1.1	1.6	5.3	-0.7
Cc1c(NC(=O)Nc2ccc(Cl)c(Cl)c2)sc(=S)n1C	6.0	103.0	120.0	-2.9	nt	nt	nt	-5.7	-4.7
Cn1c(=O)c2c(nc(CN3CCc4ccccc4C3)n2Cc2ccc(F)cc2)n(C)c1=O	-3.0	99.0	96.0	-2.9	nt	nt	nt	-3.6	-4.1
CC1=C(C#N)C(=O)N(C2CCS(=O)(=O)C2)C(=O)/C1=C\c1ccco1 (stereo not given)	-14.0	96.0	87.0	nt	nt	-1.3	90.3*	15.4	7.6
COC(=O)C1C(=O)C(C(=O)c2ccccc2)C(=O)CC1(C)C (stereo not given)	7.0	98.0	107.0	4.9	17.8	-16.3	22.2	4.9	1.6
C/C(Cl)=C/CSc1nc2c(c(=O)[nH]c(=O)n2C)n1C(C)C	17.0	112.0	105.0	-2.5	5.6	-4.0	16.5	-2.8	4.7
CCOc1ccc(-c2nnn(CC(=O)NCc3ccc(C)cc3)n2)cc1	-13.0	96.0	81.0	5.6	11.6	2.3	-2.3	2.2	1.1
O=C(CSc1nnc(-c2ccccc2)o1)c1ccc2c(c1)OCCO2	-15.0	80.0*[inhibitor]	85.0	4.7	-16.6	-7.5	18.2	-3.2	0.7
CCCOc1ccc(N2CC(C(=O)Nc3ccccc3C(=O)NCc3ccco3)CC2=O)cc1 (stereo not given)	-11.0	89.0	90.0	-4.3	-11.9	-4.9	14.9	0.6	3.0
Cc1[nH]nc2c1C(c1ccsc1C)C(C#N)=C(N)O2 (stereo not given)	-7.0	92.0	95.0	10.7	-7.9	-2.1	19.4	15.8	2.9
CC(C)=CCN1CCN(Cc2ccoc2)CC1CCO (stereo not given)	8.0	102.0	108.0	1.7	6.0	-0.6	-7.3	8.9	12.4
Cc1ccc(C(=O)NC(=S)N2CCCC2)cc1	9.0	105.0	110.0	-3.1	-3.6	-11.3	4.7	8.5	6.7
COc1ccc2c(c1OC)C(=O)N(C(C)C(=O)O)C2=O (stereo not given)	-2.0	99.0	97.0	4.8	18.1	4.4	8.5	6.8	6.3
O=C(Nc1ccc(OC(F)F)c(Cl)c1)c1ccccn1	-3.0	89.0	89.0	1.8	-1.7	-21.1	3.0	5.7	5.3
CC1(C)Cc2cccc(C(=O)Nc3ccc(F)cc3F)c2O1	1.0	103.0	98.0	-6.8	5.2	-7.9	-9.1	-1.6	5.6
CCOC(=O)c1sc(-c2cccc(C(F)(F)F)c2)nc1O	2.0	102.0	98.0	-3.5	21.8	-1.1	7.0	-9.0	1.3
CCN(c1ccc(NC(=O)c2cccc(S(=O)(=O)N3CCN(C)CC3)c2)cc1)C(C)C	12.0	101.0	99.0	-4.6	12.2	-11.0	-12.8	5.4	8.1
COc1ccccc1/C=C/c1nc2ccc(OC(C)=O)cc2c(=O)o1	6.0	110.0	113.0	-3.6	6.6	-2.8	-6.7	8.8	0.0
Cn1c(=O)cc(N)n(-c2ccccc2)c1=O	0.0	95.0	101.0	0.4	-2.0	4.6	4.5	3.8	nt
O=c1c(-c2ccccc2)coc2c(CN3CCOCC3)c(O)ccc12	16.0	108.0	105.0	2.0	9.7	-6.2	38.6	1.3	0.6
NC(=O)CC1SC(N)=NC1=O (stereo not given)	7.0	104.0	110.0	2.5	-12.4	-2.7	16.7	-1.2	3.5
O=C(NC1CCCC1)c1cc(-c2ccc(F)cc2)on1	0.0	102.0	97.0	6.0	22.6	-25.5	18.7	-8.3	-1.2
CCCCCC(=O)Nc1ccc(S(=O)(=O)Nc2nccc(C)n2)cc1	5.0	101.0	109.0	-0.6	15.4	8.7	-15.7	-0.6	3.4
COCCOC(=O)c1c(NC(=O)CN(C)c2ccccc2)sc(C(N)=O)c1C	0.0	107.0	104.0	4.1	10.6	-3.0	-5.4	0.8	9.4
CC(C)[C@@H](C(=O)N1CCN(Cc2ccc3c(c2)OCO3)CC1)n1nnc2ccccc2c1=O	0.0	99.0	99.0	-0.7	12.6	-11.4	3.7	2.7	3.5
Cc1ccc2nc(NC(=O)C3=NN(c4ccccc4)C(=O)CC3)sc2c1	22.0	101.0	102.0	-3.6	25.0	-0.4	-0.4	3.8	3.9
COc1ccc(/C=N/NC(=O)c2cccc(Br)c2)cc1CSc1ccccn1	-3.0	96.0	95.0	-1.6	13.5	-1.1	10.6	-4.7	2.6
CCN(CC)CCCN1C(=O)C(=O)/C(=C(/O)c2cc(C)ccc2C)C1c1cccnc1 (stereo not given)	3.0	104.0	104.0	5.2	-7.6	8.3	18.2	7.0	5.7
